Screening data deposited in PubChem by NCI.
All columns: NCI-60 one-dose screen, growth in % after 48 h at 10 µM unless noted; 100 = growth as untreated, 0 = no growth, -100 = all killed.
MDA-MB-231: MDA-MB-231 breast cancer; 81,000 compounds, 5% hits; AID 1794789
MOLT-4: MOLT-4 leukemia cells; AID 1794779; 80,000 compounds, 6.9% hits
K-562: K-562 leukemia. 78,000 compounds, 7.4% hits
SR: SR leukemia cells. 73,000 compounds, 8.7% hits. AID 1794780
MDA-MB-435: MDA-MB-435 melanoma; 82,000 compounds, 7.8% hits; AID 1794794
MCF7: MCF7 breast cancer | 82,000 compounds, 6.3% hits
MDA-MB-468: MDA-MB-468 breast cancer | 78,000 compounds, 8.5% hits
RPMI-8226: RPMI-8226 leukemia cells. AID 1794781. 77,000 compounds, 7.5% hits
* hit, by the source's call; x = not tested or not shown; & = joins results of further samples; [ ] = dose if it differs, or a comment. Rule for the calls: active = growth percent below 10; inactive = the rest.

[1] Cc1ccc(Cl)cc1N1CCN(C(=O)[C@H]2C[C@H]2c2ccc(F)cc2)CC1
[2] O=C(NS(=O)(=O)c1ccccc1)n1cc(-c2ccncc2)c(-c2cc(O)cc(Cl)c2)n1
[3] CC(=O)c1ccc(NC(=O)c2ccccc2CN2C(=O)c3ccccc3C2=O)cc1
[4] COc1ccc(Br)c(/C=C2\SC(=Nc3ccc(O)cc3)NC2=O)c1
[5] COc1ccc(-c2nc(-c3ccccc3O)cn3ccnc23)cc1
[6] CCOC(=O)c1c(C)nc(Nc2nc3ccccc3s2)nc1-c1ccc(Cl)cc1Cl
[7] O=C(CCCn1c(O)c(/C=C2\C=Nc3ccccc32)sc1=S)Nc1ccc(O)cc1
[8] CC(=O)c1ccccc1

screen / no.,1,2,3,4,5,6,7,8
MDA-MB-231,88,90,103,108,63,104,93,100
MOLT-4,72,79,105,85,80,91,93,116
K-562,82,78,96,84,88,98,92,114
SR,85,43,102,110,69,116,92,112
MDA-MB-435,100,67,104,87,76,110,85,107
MCF7,91,102,98,70,75,98,92,98
MDA-MB-468,72,98,107,85,104,104,99,95
RPMI-8226,66,85,99,52,70,92,98,109

[9] CCN(CC)Cc1cc(C(C)(C)C)cc(N2CCOCC2)c1O
[10] N[C@@H](Cc1c[nH]c2ccccc12)C(=O)Nc1nncs1
[11] COC(=O)c1cc(-c2ccc(OC)c(OC)c2)[nH]c1N/N=C/c1c(Cl)cccc1Cl
[12] C=CCOC(=O)/C=C(/CC(=O)OCC=C)C(=O)OCC=C
[13] O=S(=O)(Nc1ccc2[nH]ccc2c1)c1cc(C(F)(F)F)cc(C(F)(F)F)c1
[14] COc1ccc(/C=C2\Oc3cc(OCCCCN4CCCC4)ccc3C2=O)cc1
[15] O=C(O)CCCN1C(=O)/C(=C/c2ccc(F)cc2)SC1=S
[16] COc1cc(Br)cc2cc(C(=O)CSc3nnnn3-c3ccccc3)c(=O)oc12

screen / no.,9,10,11,12,13,14,15,16
MDA-MB-231,104,98,41,99,90,91,101,85
MOLT-4,95,70,39,104,89,43,x,103
K-562,101,89,20,103,83,-40*,x,92
SR,95,95,12,126,105,-25*,x,81
MDA-MB-435,114,93,-18*,99,101,97,98,110
MCF7,101,89,15,117,93,40,82,96
MDA-MB-468,99,102,x,101,96,75,96,92
RPMI-8226,109,101,24,101,100,81,99,89

[17] CCN(CC)c1ccc(C(=N)c2ccc(N(C)C)cc2)cc1
[18] COc1ccc(Cl)cc1C(=O)Nc1nc2ccc(Cl)cc2s1
[19] Cc1[nH]c(C2CC(c3ccccc3)=NN2c2ccccc2)c(C)c1C(=O)O (stereo not drawn)
[20] O=C1c2ccccc2N=C(N/N=C/c2ccncc2)[C@@H]2CCCN12
[21] COc1ccc(NC(=O)c2sc3nc(C)c(C(=O)c4ccccc4)cc3c2N)cc1
[22] O=C(c1ccccc1)c1c2ccccc2cc2ccccc12
[23] COC(=O)C#CC(=O)OC
[24] CCOC(=O)/C(C#N)=C(\NC(=O)c1ccccc1)SC

screen / no.,17,18,19,20,21,22,23,24
MDA-MB-231,18,71,97,114,99,76,106,97
MOLT-4,18,96,98,101,89,82,100,97
K-562,4.0*,87,100,104,94,78,105,91
SR,x,88,98,108,81,82,98,x
MDA-MB-435,2.0*,98,101,103,98,99,112,101
MCF7,2.4*,42,88,99,89,105,x,89
MDA-MB-468,5.4*,77,109,105,84,104,110,109
RPMI-8226,6.2*,81,102,107,101,89,107,102

[25] Cc1ccc(S(=O)(=O)N(C)c2ccccc2)cc1
[26] OCCN1CCCN(CCCN2c3ccccc3Sc3ccc(C(F)(F)F)cc32)CC1
[27] O=C1CC2CC=CCN2C=C1n1cccn1 (stereo not drawn)
[28] N=C(N)c1ccc(-c2ccc(/C=C/c3ccccc3)s2)cc1
[29] O=C(CCn1c[n+](CC(=O)c2ccc([N+](=O)[O-])cc2)c2ccccc21)Nc1cccc2cccnc12
[30] COc1ccc(-c2nc3ccccc3[nH]2)cc1
[31] COc1cc2oc(C(=O)N[C@@H](Cc3ccccc3)C(O)C(=O)NCc3ccccc3)c(C)c(=O)c2cc1OC (stereo partly drawn)
[32] C=CC[N+](C)(C)C

screen / no.,25,26,27,28,29,30,31,32
MDA-MB-231,101&89,65,103,-51*,76,82,90,108
MOLT-4,118&110,23,98,-21*,98,101,105,94
K-562,104&110,2.6*,88,-28*,52,98,93,102
SR,110,x,111,1.1*,103,89,79,91
MDA-MB-435,107&107,-29*,104,-35*,96,92,103,102
MCF7,91&98,39,94,-74*,42,86,87,101
MDA-MB-468,103&104,40,95,-67*,27,98,84,97
RPMI-8226,93&103,42,106,x,43,101,104,101

[33] CC[N+](C)(C)CCOc1ccc(OCC[N+](C)(C)CC)cc1
[34] O=c1[nH][nH]c(=O)c2ncccc12
[35] O=C(O)c1ccc(-n2cc(/C=N/Nc3ccc(F)c(Cl)c3)c(-c3cc(C(F)(F)F)cc(C(F)(F)F)c3)n2)cc1
[36] Clc1cc(Nc2ncnc3sc4c(c23)CCCC4)ccc1OCc1ccccc1
[37] COc1cc(/C=C/C(=O)CC(=O)/C=C/c2ccc(O)c(OC)c2)ccc1O
[38] COc1ccc(C(=O)COC(=O)[C@H](C[Se][Se]C[C@H](NC(=O)c2ccc(Br)cc2F)C(=O)OCC(=O)c2ccc(OC)cc2)NC(=O)c2ccc(Br)cc2F)cc1
[39] Cc1ccc(N(C(=O)CCc2c[nH]c3ccccc23)[C@H](C(=O)Nc2cccc([N+](=O)[O-])c2)c2cccc([N+](=O)[O-])c2)cc1
[40] O=S(=O)(NC1CCN(Cc2ccccc2)CC1)c1ccc2ccccc2c1

screen / no.,33,34,35,36,37,38,39,40
MDA-MB-231,120,109,91,96,82,-58*,90,57
MOLT-4,110,96,51,81,31,-1.8*,85,61
K-562,111,109,26,107,13,9.6*,83,40
SR,110,91,56,97,-5.9*,-17*,80,26
MDA-MB-435,100,106,67,98,1.8*,3.9*,103,62
MCF7,99,93,28,97,17,-57*,95,70
MDA-MB-468,75,92,80,53,x,-51*,92,63
RPMI-8226,106,104,33,82,-30*,x,89,32

An excerpt from above in order of molar mass, highest first.
[38] COc1ccc(C(=O)COC(=O)[C@H](C[Se][Se]C[C@H](NC(=O)c2ccc(Br)cc2F)C(=O)OCC(=O)c2ccc(OC)cc2)NC(=O)c2ccc(Br)cc2F)cc1
[36] Clc1cc(Nc2ncnc3sc4c(c23)CCCC4)ccc1OCc1ccccc1
[40] O=S(=O)(NC1CCN(Cc2ccccc2)CC1)c1ccc2ccccc2c1
[37] COc1cc(/C=C/C(=O)CC(=O)/C=C/c2ccc(O)c(OC)c2)ccc1O
[33] CC[N+](C)(C)CCOc1ccc(OCC[N+](C)(C)CC)cc1
[32] C=CC[N+](C)(C)C

screen / no.,38,36,40,37,33,32
MDA-MB-231,-58*,96,57,82,120,108
MOLT-4,-1.8*,81,61,31,110,94
K-562,9.6*,107,40,13,111,102
SR,-17*,97,26,-5.9*,110,91
MDA-MB-435,3.9*,98,62,1.8*,100,102
MCF7,-57*,97,70,17,99,101
MDA-MB-468,-51*,53,63,x,75,97
RPMI-8226,x,82,32,-30*,106,101

(cont.)
[41] N/N=C(\N)NC(=O)c1ccccc1
[42] O=C(O)C(O)c1ccc(Cl)cc1Cl (stereo not drawn)
[43] CCOC(=O)C(C(=O)CC(C)C)C(C)C (stereo not drawn)
[44] CCCC=NCCCC
[45] OB(O)CC[C@H]1OC[C@H](O)[C@@H](O)[C@@H]1O
[46] Cc1[nH]c(-c2ccc3cc[nH]c3c2)c2c1C(=O)CCCC2
[47] CCCc1ccc(C)c(Br)c1
[48] CCNC(=O)Oc1ccc(/C(=C(\C)c2ccccc2)c2ccc(OCCCN(C)C)cc2)cc1

screen / no.,41,42,43,44,45,46,47,48
MDA-MB-231,118,110,125,110,86,43,101,77
MOLT-4,101,65,98,97,100,69,107,66
K-562,108,75,102,88,97,26,109,14
SR,102,x,79,98,91,51,95,10
MDA-MB-435,101,107,111,86,111,25,113,70
MCF7,99,98,95,99,101,20,92,27
MDA-MB-468,102,108,102,99,103,16,83,87
RPMI-8226,94,110,93,112,93,22,100,67

[49] CC(CCN1CCN(CCC(C)CC(C)(C)C)C1=O)CC(C)(C)C (stereo not drawn)
[50] O=C(O)c1cccc(S(=O)(=O)c2ccccc2)c1
[51] Cc1ccc(-c2ccc(C(=O)N/N=C/c3ccc([N+](=O)[O-])cc3)c(C)n2)cc1
[52] O=c1[nH]c(=O)c2nc3ccccc3nc2[nH]1
[53] CCC(Oc1ccc(N)cc1)C(=O)O (stereo not drawn)
[54] CC(=O)NC(N)=S
[55] COc1ccc(C2CC(c3cc(Cl)c(C)cc3OC)=NN2c2ccc(S(N)(=O)=O)cc2)cc1OC (stereo not drawn)
[56] O=C1NCC(O)CN1

screen / no.,49,50,51,52,53,54,55,56
MDA-MB-231,101,123,89,94,114,115,85,101
MOLT-4,99,100,71,95,103,77,x,109
K-562,83,107,83,92,113,121,x,134
SR,105,97,94,91,109,90,x,127
MDA-MB-435,102,94,96,95,106,117,96,115
MCF7,99,90,85,94,89,87,80,96
MDA-MB-468,91,95,86,95,93,109,95,97
RPMI-8226,101,103,80,101,100,103,91,101

[57] [O-][n+]1c2ccccc2nc2ccccc21
[58] CCOC(=O)C1=C(c2ccccc2)N=C2Sc3c(-c4ccc(Br)cc4)nc(N)nc3N2C1c1cc(OC)c(OC)c(OC)c1 (stereo not drawn)
[59] CC(C)(CCCN=C(N)Nc1ccc(Cl)cc1)c1ccc(F)cc1
[60] O=C(O)c1ccc(Cn2cnc3c(=S)nc[nH]c32)cc1
[61] CCOC(=O)C(=Cn1c(=S)[nH]c2ccc([N+](=O)[O-])cc21)C(=O)OCC
[62] CCCOc1ccc([N+](=O)[O-])cc1N
[63] COc1cc2c(cc1-c1c(C)noc1C)ncc1nc(C3CCC(F)(F)CC3)n([C@H](C)COC(F)F)c12
[64] COc1ccc(/C=N/O)cc1

screen / no.,57,58,59,60,61,62,63,64
MDA-MB-231,115,83,41,97,94,117,44,107
MOLT-4,100,88,38,93,97,91,49,92
K-562,100,94,x,104,112,101,31,113
SR,101,95,-14*,104,95,91,23,115
MDA-MB-435,112,98,63,106,106,95,37,108
MCF7,90,78,53,93,101,91,19,99
MDA-MB-468,96,77,16,109,97,116,34,102
RPMI-8226,104,88,11,104,97,105,19,169

Rewritten with tabs: part of the list above
No.	SMILES	MDA-MB-231	MOLT-4	K-562	SR	MDA-MB-435	MCF7	MDA-MB-468	RPMI-8226
6	CCOC(=O)c1c(C)nc(Nc2nc3ccccc3s2)nc1-c1ccc(Cl)cc1Cl	104	91	98	116	110	98	104	92
7	O=C(CCCn1c(O)c(/C=C2\C=Nc3ccccc32)sc1=S)Nc1ccc(O)cc1	93	93	92	92	85	92	99	98
8	CC(=O)c1ccccc1	100	116	114	112	107	98	95	109
9	CCN(CC)Cc1cc(C(C)(C)C)cc(N2CCOCC2)c1O	104	95	101	95	114	101	99	109

Further compounds:
[65] Nc1nc(Nc2ccccn2)nn1Cc1ccccc1
[66] Cc1cc(C)nc(SC2=C(Nc3ccc(C)c(Cl)c3)C(=O)N(Cc3ccccc3)C2=O)n1
[67] CC(C)=CCC[C@](C)(O)[C@H]1CC[C@]2(C)[C@@H]1CC[C@@H]1[C@@]3(C)CC[C@H](OCCC#N)C(C)(C)[C@@H]3CC[C@]12C
[68] COc1cc2c(c(OC)c1OC)-c1ccc(NCc3ccccc3)c(=O)cc1[C@@H](NC(C)=O)CC2
[69] O=C1Nc2ccccc2/C1=C\C(=O)c1ccccc1
[70] CCOC(=O)C(=O)c1c[nH]c2ccc(OCc3ccccc3)cc12
[71] COc1ccc(/C=C/C(=O)c2nnn(-c3ccc(C(=O)O)cc3)c2C)cc1OC
[72] CCCCCCN(CCCCCC)CCC(O)c1ccc2ccccc2c1 (stereo not drawn)

screen / no.,65,66,67,68,69,70,71,72
MDA-MB-231,104,39[30 µM],87,-3.8*,98,87,97,42
MOLT-4,96,7.5*[30 µM],94,3.3*,91,97,98,46
K-562,100,32[30 µM],84,2.5*,70,x,81,28
SR,102,25[30 µM],74,2.4*,62,100,95,0.4*
MDA-MB-435,106,52[30 µM],88,-55*,102,104,101,68
MCF7,93,40[30 µM],82,7.9*,92,98,86,27
MDA-MB-468,99,x,83,17,100,105,85,19
RPMI-8226,97,7.6*[30 µM],65,8.4*,100,98,99,7.6*

[73] COc1ccc(CCNC(=O)C(O)[C@H](Cc2ccccc2)NC(=O)c2oc3cc(OC)ccc3c(=O)c2C)cc1 (stereo partly drawn)
[74] O=C(Nc1cccc(-c2nc3ccccc3[nH]2)c1)c1ccc(C(=O)Nc2cccc(-c3nc4ccccc4[nH]3)c2)cc1
[75] C[C@]12CC[C@@H]3c4ccc(OS(=O)(=O)O)cc4CC[C@H]3[C@@H]1CC[C@@H]2NS(=O)(=O)c1cccc(C(F)(F)F)c1
[76] Cc1cc([N+](=O)[O-])c(=O)[nH]c1C

screen / no.,73,74,75,76
MDA-MB-231,97,114,113,109
MOLT-4,105,102,90,103
K-562,83,90,97,111
SR,x,113,91,108
MDA-MB-435,109,110,108,102
MCF7,101,87,100,95
MDA-MB-468,102,92,104,103
RPMI-8226,117,85,94,101

No enrichment for hits; any-hit rate near 15%.
